HEK cytotox: Cytotoxic Profiling in HEK 293 Cell Line of Diverse Libraries Using Quantitative High-Throughput Screening | HEK 293 viability, ATP luminescence (CellTiter-Glo), 48-72 h | Potency, µM (doses to about 115 µM), for inactives: top-dose activity change, negative = cytotoxicity, usual class: inhibitors | actives 6.6% (n = 94,000) | AID 1345083, 2018; further: potency means the concentration at half of the fitted maximal effect; nearly all actives have a fitted effect of over 60% in size
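Pintool-delivered compounds were incubated with HEK 293 cells (250 cells/well) at 37 degree Celsius for 48 or 72 hr. ATP-dependent luminescence (CellTiter-Glo) then reported remaining viable cells.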
IP6K1 inhibitor: Primary qHTS assay for small molecule inhibitors of Inositol hexaphosphate kinase 1 (IP6K1); actives 0.81% (n = 140,000); Inositol hexakisphosphate kinase 1 (Homo sapiens), Q92551; IP6K1 kinase, ADP-Glo luminescence, 2 h; active compounds read low; activity change, % (series mostly up to about 58 µM); in the data active means activity change below about -25%
Target sequence (Q92551 whole entry, looked up): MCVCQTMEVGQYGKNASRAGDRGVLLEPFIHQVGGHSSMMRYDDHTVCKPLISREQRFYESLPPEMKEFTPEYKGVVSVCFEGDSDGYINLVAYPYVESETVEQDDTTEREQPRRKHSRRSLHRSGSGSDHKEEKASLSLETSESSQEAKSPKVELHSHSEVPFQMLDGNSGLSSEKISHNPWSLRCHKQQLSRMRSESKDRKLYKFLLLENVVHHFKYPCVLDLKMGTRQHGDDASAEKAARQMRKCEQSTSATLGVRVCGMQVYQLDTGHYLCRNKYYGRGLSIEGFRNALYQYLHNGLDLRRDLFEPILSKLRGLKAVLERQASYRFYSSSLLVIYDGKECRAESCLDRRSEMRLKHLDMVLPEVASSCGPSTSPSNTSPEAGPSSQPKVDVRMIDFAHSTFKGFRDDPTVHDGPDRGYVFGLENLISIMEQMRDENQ
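ADP-Glo luminescence measures ADP made by human IP6K1 during a 2 h RT reaction with ATP/IP6 (mix at 1.3 mM/130 uM); top library doses 57.5 and 19.1 uM final.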
FLuc inh: Firefly luciferase inhibition profiling of diverse chemical library using quantitative high-throughput screening; purified P. pyralis luciferase, luminescence, biochemical; Potency, µM (top dose mostly 115 µM), for the others: top-dose activity change, negative = inhibition, most hits filed as inhibitors; actives 2.5% (n = 76,000); AID 1347043, 2019; further: potency means the concentration at half of the fitted maximal effect; nearly all actives have a fitted effect of over 65% in size
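Inhibitors were tested against purified firefly luciferase in a biochemical, low-substrate format (both substrates at 10uM) and luminescence measured with a CCD imager.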
NIH3T3 tox: Cytotoxic Profiling in NIH 3T3 Cell Line of Diverse Libraries Using Quantitative High-Throughput Screening; Potency, µM (doses to about 96.7 µM), for inactives: at the top dose activity change, negative = cytotoxicity, usual class: inhibitors; NIH 3T3 viability, CellTiter-Glo ATP luminescence, 48-72 h; actives 4.3% (n = 94,000); AID 1345082, 2018; further: potency means the concentration at half of the fitted maximal effect; nearly all actives have a fitted effect of over 55% in size
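First NIH 3T3 cells are plated at 400 cells/well; next compound is pinned in; then plates incubate 48 or 72 hr at 37 °C; finally CellTiter-Glo is added and luminescence read after 10 min.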
SNCA viab count: GF-AFC viability counterscreen for inhibitors of alpha-synuclein gene (SNCA) expression; Potency, µM (doses to about 57.1 µM), inactives show top-dose activity change, negative = cytotoxicity, usual class: cytotoxic; HEK-293-SNCA-luc viability, GF-AFC fluorescence, 24 h; actives 0.12% (n = 150,000); AID 1671193, 2021;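 further: potency means the concentration at half of the fitted maximal effect; 0% = DMSO-treated cells and -100% = medium-only wells without cells; nearly all actives have a fitted effect of over 30% in size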
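Cytotoxicity counterscreen: after 24 h compound treatment of genome-edited SNCA-luciferase HEK-293 cells, live-cell protease substrate GF-AFC read by fluorescence after 30 min; activity scaled between DMSO (0%) and medium-only (-100%), curves Hill-fitted.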
SNCA expr inhib: Primary qHTS assay for inhibitors of alpha-synuclein gene (SNCA) expression; HEK-293 SNCA-luciferase knock-in, luminescence, 24 h; Potency, µM (titrated, usually from 57.2 µM), for the others: top-dose activity change, negative = inhibition, most hits filed as inhibitors; actives 0.17% (n = 140,000);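 further: potency means the concentration at half of the fitted maximal effect; plate controls were DMSO cells for no effect and cell-free wells for full effect; nearly all actives have a fitted effect of over 45% in size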
GPT2 inh: Primary qHTS assay for inhibitors of Glutamate pyruvate transaminase 2 (GPT2); Alanine aminotransferase 2 (Homo sapiens), Q8TD30; Potency, µM (series often up to 57.7 µM), inactives show at the top dose activity change, negative = inhibition, hits mostly inhibitors; actives 0.25% (n = 100,000); Recombinant GPT2, coupled pyruvate oxidase/HRP Amplex Red fluorescence; further: potency means the concentration at half of the fitted maximal effect; nearly all actives have a fitted effect of over 60% in size; many of its hits are not listed in these tables
Target sequence (Q8TD30 whole entry, looked up): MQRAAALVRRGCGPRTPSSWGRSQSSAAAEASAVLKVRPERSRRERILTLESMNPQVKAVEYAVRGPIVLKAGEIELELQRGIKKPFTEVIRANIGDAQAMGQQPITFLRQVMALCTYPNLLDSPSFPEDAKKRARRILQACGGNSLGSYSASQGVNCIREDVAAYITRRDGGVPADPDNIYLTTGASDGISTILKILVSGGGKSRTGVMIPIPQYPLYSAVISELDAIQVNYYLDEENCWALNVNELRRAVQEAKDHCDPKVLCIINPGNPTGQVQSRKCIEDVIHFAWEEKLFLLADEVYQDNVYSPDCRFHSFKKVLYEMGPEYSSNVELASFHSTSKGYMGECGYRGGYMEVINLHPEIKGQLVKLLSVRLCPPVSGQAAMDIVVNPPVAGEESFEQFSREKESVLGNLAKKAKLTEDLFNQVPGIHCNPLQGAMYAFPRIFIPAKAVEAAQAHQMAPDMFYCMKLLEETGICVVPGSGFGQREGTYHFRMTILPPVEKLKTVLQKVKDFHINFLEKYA
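Recombinant GPT2 (10ng/uL) with 250uM a-KG and 2mM L-alanine, 30 min at room temperature, in HEPES pH 7.5 buffer. Pyruvate detected by pyruvate oxidase/HRP/Amplex Red fluorescence after 30 min in the dark; AOA (50uM) as positive control.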
* hit, by the source's call; i = inactive; ? = inconclusive; · = not tested or not shown; [ ] = another dose, or the depositor's remark. Unless noted, the call rests on the fitted dose curve; in most records, active means well fitted curve in the direction sought with a large enough effect; inconclusive means small, poorly fitted or top-dose-only effect, or another doubt; inactive means no such curve, though single readings can be large; an effect the other way counts as inactive or inconclusive. Unless noted, on the % scale 0 is the no-effect control and ±100 the full control effect.

1. COc1ccc(CCC(=O)N2CCC(Cc3nc(C4CCOCC4)no3)CC2)cc1
2. Cc1cccc(NC(=O)CSc2cc(C)c3ccccc3n2)c1
3. Cc1cn2nnc(C(=O)NCC3CC3)c2c(=O)[nH]1
4. Cc1noc([C@@H]2CN(S(=O)(=O)c3ccc4c(c3)CCC4)C[C@H]2C(N)=O)n1
5. c1ccc(-c2noc(-c3cncnc3NCC3CCCO3)n2)cc1 (centres undefined)
6. Cc1noc([C@@H]2CN(C3CCCCC3)C[C@H]2CO)n1

assay / entry	1	2	3	4	5	6
HEK cytotox	?	·	-3%	-23%	1%	1%
IP6K1 inhibitor	3	26	3	-5	5	-8
FLuc inh	1%	·	4%	6%	-22%	-6%
NIH3T3 tox	-25%	·	-8%	-19%	-26%	-7%
SNCA viab count	-9%	-11%	-9%	23%	-12%	-6%
SNCA expr inhib	-16%	3%	5%	12%	82%[activator]	-6%
GPT2 inh	i	·	i	i	3%	-6%

Overlap with the part before: three compounds, then new ones.
4. Cc1noc([C@@H]2CN(S(=O)(=O)c3ccc4c(c3)CCC4)C[C@H]2C(N)=O)n1
5. c1ccc(-c2noc(-c3cncnc3NCC3CCCO3)n2)cc1 (centres undefined)
6. Cc1noc([C@@H]2CN(C3CCCCC3)C[C@H]2CO)n1
7. COCC[C@]1(O)CCN(C(=O)c2ccc(Cl)cc2F)C[C@H]1C
8. COCC(=O)N1CCCC(C(=O)N2CCCC2c2nc3ccncc3[nH]2)C1 (centres undefined)
9. N#Cc1c(-n2ncnc2-c2ccccc2Cl)sc2c1CCCCC2
10. Cc1ccc(CN(Cc2cccn2-c2nnc(N3CCCC3=O)s2)C(=O)Nc2cc(C)cc(C)c2)cc1
11. CC[C@H]1CN(S(=O)(=O)c2ccccc2)CC[C@H]1CC(=O)N(C)CC#N
12. Cc1cc2nc3n(c(=O)c2n1CC(=O)NC1CCCCC1)CCCCC3

assay / entry	4	5	6	7	8	9	10	11	12
HEK cytotox	-23%	1%	1%	-4%	4%	·	·	4%[172 µM]	8%
IP6K1 inhibitor	-5	5	-8	31	-5	12	4	-1	-8
FLuc inh	6%	-22%	-6%	-3%	·	·	·	0%[172 µM]	3%
NIH3T3 tox	-19%	-26%	-7%	-18%	i	·	·	-2%[174 µM]	-8%
SNCA viab count	23%	-12%	-6%	9%	6%	-5%	8%	-3%[87.6 µM]	-7%
SNCA expr inhib	12%	82%[activator]	-6%	9%	10%	39%[activator]	18%	12%[87.6 µM]	-5%
GPT2 inh	i	3%	-6%	-10%	-23%	·	·	-18%[88.5 µM]	i

Overlap with the part before: 3 compounds, then new ones.
10. Cc1ccc(CN(Cc2cccn2-c2nnc(N3CCCC3=O)s2)C(=O)Nc2cc(C)cc(C)c2)cc1
11. CC[C@H]1CN(S(=O)(=O)c2ccccc2)CC[C@H]1CC(=O)N(C)CC#N
12. Cc1cc2nc3n(c(=O)c2n1CC(=O)NC1CCCCC1)CCCCC3
13. CCn1cc(CN2CCCCCCNC(=O)[C@@H]3CCC[C@@H]32)cn1
14. COc1cccc(N2CCN(c3ncnc4c3c(-c3ccccc3)cn4-c3ccc(C)cc3)CC2)c1
15. COc1cc(NC(=O)CCc2c(C)nn(-c3ccc4nncn4n3)c2C)cc(OC)c1OC
16. CCOC(=O)c1ccc(NC(=O)c2nn(C)c3c2COc2ccccc2-3)cc1
17. CCOC(=O)c1c(S(=O)(=O)NCC(=O)Nc2ccc(F)cc2C)c(C)n(C)c1C
18. CN(C)c1ccc(-c2noc(-c3nc(-c4ccccc4F)no3)n2)cc1

assay / entry	10	11	12	13	14	15	16	17	18
HEK cytotox	·	4%[172 µM]	8%	?	·	·	·	·	10%
IP6K1 inhibitor	4	-1	-8	1	-12	2	44	32	-1
FLuc inh	·	0%[172 µM]	3%	-5%	·	·	·	·	-3%
NIH3T3 tox	·	-2%[174 µM]	-8%	?	·	·	·	·	i
SNCA viab count	8%	-3%[87.6 µM]	-7%	1%	4%	2%	-2%	-17%	-2%
SNCA expr inhib	18%	12%[87.6 µM]	-5%	-2%	-14%	81%[activator]	-4%	7%	11%
GPT2 inh	·	-18%[88.5 µM]	i	-23%	·	·	·	·	i

19. Cc1cc(C)c(C)c(S(=O)(=O)NC2CCN(c3ccc(=O)n(CC4CC4)n3)CC2)c1C
20. COc1cc(NC(=O)CCCc2nnc3n(C)c(=O)c4sccc4n23)cc(OC)c1OC
21. Oc1c(C(c2ccc(Cl)cc2)N2CCOCC2)sc2nc(-c3ccco3)nn12 (centres undefined)
22. Cc1cnc(-c2ccccc2)n1C1CCCN(C(=O)COc2ccc(F)cc2)C1 (centres undefined)
23. COCCc1noc([C@@H]2CN(Cc3ccccc3F)C[C@H]2CO)n1
24. NC(=O)C(=O)N/N=C/c1ccc([N+](=O)[O-])o1

assay / entry	19	20	21	22	23	24
HEK cytotox	32µM*	·	·	?	-6%	·
IP6K1 inhibitor	-4	30	0	-7	-11	6
FLuc inh	-2%	·	·	2%	2%	·
NIH3T3 tox	?	·	·	-18%	-11%	·
SNCA viab count	-14%	-14%	-13%	13%	2%	7%[23.9 µM]
SNCA expr inhib	?	31%[activator]	?	0%	32%[activator]	-17%[25.6 µM]
GPT2 inh	i	·	·	-4%	0%	i

25. COCCOC1CCOC2(CCN(S(=O)(=O)c3ccc(F)cc3)CC2)C1 (centres undefined)
26. COCc1nn2cc(-c3ccc(C)cc3)nc2s1
27. Cc1ccc(-n2nc(CO)c(C(=O)NC(C)CCCc3ccccc3)n2)cc1C (centres undefined)
28. O=S(=O)(c1ccccc1)N1CCC(c2nc(-c3ccccc3)no2)C1 (centres undefined)
29. O=C1CCN(Cc2ccncc2)CCCC(C(=O)NCCCN2CCCc3ccccc32)CCN1 (centres undefined)
30. Cc1ccc(C(=O)N2CCN(c3cc(-c4cccs4)[nH]n3)CC2)c(C)c1

assay / entry	25	26	27	28	29	30
HEK cytotox	-3%	·	·	?	?	45µM*
IP6K1 inhibitor	6	8	-1	-10	-3	27
FLuc inh	-2%	·	·	-4%	-7%	11%
NIH3T3 tox	-14%	·	·	?	?	7.9µM*
SNCA viab count	0%[12.5 µM]	16%	22%	?	3%	-7%
SNCA expr inhib	2%	-73%	-5%	?	25%	-19%
GPT2 inh	-9%	·	·	2%	-7%	i

31. CC(C)N1C(=O)C2(CCCC2)C1C(=O)NCc1cc(F)cc(F)c1 (centres undefined)
32. COC1CN(c2cccc(F)c2)C12CCN(C(=O)c1cccnc1)CC2 (centres undefined)
33. COc1ccc(Cn2c(C(=O)O)c(CNCCc3ccco3)c3ccc(OC)cc32)cc1
34. CC(C)(O)CCc1cccc(C(=O)NC2CCN(S(C)(=O)=O)CC2)c1
35. CN(C)C[C@@H]1CN(C)C[C@H]1N
36. CCCn1cc(-c2ccnc(NCc3c(F)ccc(C)c3F)n2)c(C)n1

assay / entry	31	32	33	34	35	36
HEK cytotox	-1%	1%	·	4%	-9%	50µM*
IP6K1 inhibitor	0	-5	-9	-6	-9	0
FLuc inh	1%	2%	·	-11%	-1%	-10%
NIH3T3 tox	5%	-6%	·	-2%	-3%	?
SNCA viab count	5%	6%	-17%	8%	-7%	-19%
SNCA expr inhib	-3%	5%	24%	6%	-7%	-18%
GPT2 inh	-13%	i	·	2%	-3%	-1%

37. Cc1cn2nc(C(=O)NCc3ccccn3)cc2c(N2CCCC2)n1
38. O=C(NC1CC1)c1nc2sccn2c1-c1ccncc1
39. C#CCNC(=O)C[C@@H]1C[C@@H](C(C)C)[C@H](CNC(=O)NC2CCCCC2)C=C1C
40. CCC1CN(C(=O)Nc2cccc(OC)c2)c2ccccc2O1 (centres undefined)
41. CN(Cc1ccccc1)Cc1cn([C@H]2CO[C@H]3[C@@H]2OC[C@@H]3NC(=O)C2CCCCC2)nn1
42. Cc1cccc(CN2C[C@@H]3[C@H](C2)N(CC(C)C)C(=O)C(C)(C)[S+]3(=O)[O-])c1

assay / entry	37	38	39	40	41	42
HEK cytotox	12%	-19%[172 µM]	?	·	-26%	?
IP6K1 inhibitor	0	20	-12	-5	-14	7
FLuc inh	4%	·	9%[172 µM]	·	-9%	-10%[172 µM]
NIH3T3 tox	-24%	-21%[138 µM]	?	·	-6%	-13%[138 µM]
SNCA viab count	1%	-7%[87.6 µM]	-4%[87.6 µM]	26%	-7%	-1%[87.6 µM]
SNCA expr inhib	?	18%[87.6 µM]	-17%[87.6 µM]	-11%	25%	6%[87.6 µM]
GPT2 inh	i	-11%[88.5 µM]	?	·	-1%	4%[88.5 µM]

43. O=C(O)CP(=O)(O)O
44. CN(C)c1ccc(C(=O)N[C@H]2CO[C@H]3[C@@H]2OC[C@@H]3n2cc(CC3CCCCC3)nn2)cc1
45. O=C(c1ccncc1)N1CCC(Oc2ccc(-c3noc(-c4ccccc4)n3)cc2)C1 (centres undefined)
46. COCCOC1CCOC2(CCN(S(=O)(=O)c3ccccc3)CC2)C1 (centres undefined)
47. CC(C)C(=O)Nc1cc(-c2ccncc2)nn1-c1ccccc1
48. Cc1noc(C)c1S(=O)(=O)N1CCC2(CC1)CC(Cc1ccc(F)cc1)CCO2 (centres undefined)

assay / entry	43	44	45	46	47	48
HEK cytotox	·	?	?	-3%	i	?
IP6K1 inhibitor	10	-9	7	-14	-11	0
FLuc inh	·	4%	14µM*	-22%	·	·
NIH3T3 tox	·	?	?	-27%	-16%[138 µM]	?
SNCA viab count	1%	-4%	-13%	-10%[12.5 µM]	-19%[87.6 µM]	3%
SNCA expr inhib	0%	32%[activator]	-12%	51%[activator]	-8%[87.6 µM]	12%
GPT2 inh	3%	i	i	i	3%[88.5 µM]	-6%

49. Cc1ccc(-n2nc3c(=O)n(CC(=O)Nc4ccccc4F)nc(C)c3c2C)c(C)c1
50. COc1cccc(CNC(=O)CCc2c(C)c3cc4c(C)c(C)oc4cc3oc2=O)c1
51. Cc1ccsc1-c1[nH]nc2ncc(-c3ccc(F)cc3)nc12
52. O=C1Nc2ccccc2CC12CCCN(Cc1ccc(F)cc1)C2 (centres undefined)
53. Cc1cc(F)ccc1NC(=O)C1CCCN(S(=O)(=O)c2ccc3c(c2)CCCC(=O)N3)C1 (centres undefined)
54. O=C(NCCNC(=O)c1ccc(C(F)(F)F)cc1)c1ccc(-c2cncnc2)cc1

assay / entry	49	50	51	52	53	54
HEK cytotox	·	·	71µM*	?	·	i
IP6K1 inhibitor	-5	-21	13	-1	2	-4
FLuc inh	·	·	-26%[172 µM]	·	·	·
NIH3T3 tox	·	·	?	-14%	·	-8%
SNCA viab count	-7%	8%	13%[87.6 µM]	-4%	3%	·
SNCA expr inhib	1%	?	15%[87.6 µM]	2%	1%	·
GPT2 inh	·	·	-3%[88.5 µM]	3%	·	·

High-throughput results as filed in PubChem.
